# HTR5A ag ctr = HTR5A agonists in luminescence cell assay, primary screen, counter-screen for OPRM1-OPRD1 heterodimer agonist project, full-deck HTS; 5-hydroxytryptamine receptor 5A (Homo sapiens), P47898; cell-based; activation, % at 9.3 µM; hit rate 0.61% among 340,000; in the data active = activation mostly above about 9.5%, no sharp cut-off; inactive = mostly below about 7.6%;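 note: 0% = cells with vehicle only and 100% = reference agonist; strong numbers were not always called active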
# OPRM1-OPRD1 ag = agonists of OPRM1-OPRD1 heterodimerization, primary screen, cell-based, luminescence | Mu-type opioid receptor (Homo sapiens) + Delta-type opioid receptor (Homo sapiens), … | cells | activation, % at 9.3 µM | hit rate 0.3% among 340,000; in the data active = activation above about 18%;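 note: 0% = vehicle-treated cells and 100% = reference agonist; values of inactives mirror those of a sister screen read the other way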
# RTF Ca sens inh = cardiac RTF calcium sensitivity inhibitors, primary screen, biochemical, IANBD-TnC fluorescence, EC70 calcium; hit rate 0.12% among 340,000; IANBD-labeled cardiac RTF, Ca2+ fluorescence; Troponin I, cardiac muscle (Homo sapiens) + Troponin T, cardiac muscle (Homo sapiens) + …; AID 493244, 2011; inhibition, % at 7.15 µM;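 active = inhibition above the mean inhibition of all tested compounds plus 3 SD, cut at about 17% in these data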;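 note: assay run at fixed EC70 calcium of 1.6 mM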
# OPRM1-OPRD1 inv = inverse agonists of MOR-DOR heterodimerization, primary screen, cell-based, luminescence. AID 504357, 2011. cell-based MOR-DOR heterodimer luminescence, inverse agonism. hit rate 0.21% among 340,000. inhibition, % at 9.3 µM. Mu-type opioid receptor (Homo sapiens) + Delta-type opioid receptor (Homo sapiens), …; in the data active = inhibition above about 22%, passing the limit was not always enough;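 note: 0% = cells with DMSO and 100% = wells without cells with DMSO; values of inactives mirror those of a sister screen read the other way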
# LANA DNA inh = inhibitors of KSHV C-LANA binding to DNA, primary screen, biochemical, fluorescence polarization, FAM-LBS DNA, MBP-C-LANA, single point | AID 504423, 2011 | hit rate 0.078% among 340,000 | Kaposi's sarcoma herpesvirus LANA C-terminal domain (residues 932-1162) DNA binding | inhibition, % at 9 µM;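 active = highest replicate inhibition at or above 60% at 9 µM, even if other replicates fall short; inactive = all replicates below 60% inhibition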;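 note: 0% = neutral control wells and 100% = 4 µM acridine orange control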
# V-ATPase pH = regulators of yeast V-ATPase proton pumping, primary screen, pHLuorin cytosolic pH fluorescence | S. cerevisiae | response, % at 10 µM | hit rate 0.37% among 350,000; in the data active = response mostly above about 7.3%, no sharp cut-off; inactive = mostly below about 5.4%; note: actives read high; inactives centre near 0; some compounds called inactive have numbers as strong as hits; reference of the scale not given here
# Keap1-Nrf2 PPI = Keap1-Nrf2 protein-protein interaction inhibitors, primary screen, biochemical, fluorescence polarization, single point. hit rate 0.15% among 340,000. Kelch-like ECH-associated protein 1 (Homo sapiens), Q14145. inhibition, % at 9.4 µM. Keap1 Kelch-Nrf2 peptide fluorescence polarization, 1536-well; in the data active = inhibition above about 12%;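 note: human Keap1 Kelch domain with fluorescein labeled Nrf2 9mer peptide probe; 0% = neutral control wells and 100% = peptide positive control; higher means more block of Keap1 binding to Nrf2 peptide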
# Target sequence (Q14145 whole entry, looked up, the tested form may be a part): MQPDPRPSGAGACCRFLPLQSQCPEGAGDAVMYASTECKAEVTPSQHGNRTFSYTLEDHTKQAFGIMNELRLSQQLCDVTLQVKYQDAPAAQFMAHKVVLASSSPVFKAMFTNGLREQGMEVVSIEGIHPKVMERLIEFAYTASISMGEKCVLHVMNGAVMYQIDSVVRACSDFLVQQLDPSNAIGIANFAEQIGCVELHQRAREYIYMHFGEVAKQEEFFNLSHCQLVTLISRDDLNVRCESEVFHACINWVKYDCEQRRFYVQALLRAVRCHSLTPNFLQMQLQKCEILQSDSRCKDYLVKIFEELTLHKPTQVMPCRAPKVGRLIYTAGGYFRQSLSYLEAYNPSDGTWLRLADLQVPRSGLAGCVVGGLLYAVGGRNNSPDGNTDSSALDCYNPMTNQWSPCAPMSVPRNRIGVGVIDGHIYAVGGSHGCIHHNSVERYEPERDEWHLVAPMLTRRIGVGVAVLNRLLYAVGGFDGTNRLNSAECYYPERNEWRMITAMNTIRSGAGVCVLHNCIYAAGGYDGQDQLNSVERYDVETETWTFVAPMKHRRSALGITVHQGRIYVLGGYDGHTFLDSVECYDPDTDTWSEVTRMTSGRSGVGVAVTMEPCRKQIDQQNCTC
# HTR5A inv ag = HTR5A inverse agonists in luminescence cell assay, primary screen, counter-screen for OPRM1-OPRD1 heterodimer inverse agonist project, full-deck HTS; 5-hydroxytryptamine receptor 5A (Homo sapiens), P47898; HTR5A cell line, inverse agonism; inhibition, % at 9.3 µM; hit rate 0.083% among 340,000; AID 504634, 2011; in the data active = inhibition mostly above about 23%, no sharp cut-off; inactive = mostly below about 18%;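 note: 0% = cells with DMSO and 100% = no-cell wells with DMSO; some compounds called inactive have numbers as strong as hits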
# cardiac RTF act = cardiac RTF calcium sensitivity activators, primary screen, biochemical, IANBD-TnC fluorescence, EC20 calcium; IANBD-labeled TnC RTF fluorescence at EC20 calcium; 0% EC20 calcium, 100% full calcium; activation, % at 7.2 µM; hit rate 0.24% among 340,000;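 active = activation above the mean over all tested compounds plus 3 SD, cut at about 30% in these data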;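 note: rise in fluorescence read as greater calcium sensitivity of cardiac thin filaments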
# CAL-PDZ inh HTS = untagged CAL PDZ binding inhibitors, primary screen, biochemical, fluorescence polarization, HTS; Golgi-associated PDZ and coiled-coil motif-containing protein (Homo sapiens), Q9HD26; purified CAL PDZ, TMR-peptide fluorescence polarization, 1 h; inhibition, % at 24.9 µM; hit rate 0.92% among 300,000; AID 602252, 2012;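 active = mean inhibition of at least 30% with at least half of replicates also reaching 30%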;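 note: 0% = DMSO neutral control and 100% = excess unlabeled competitor peptide PRC23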
# * = called active by the depositor; nt = no result given.
SMILES,HTR5A ag ctr,OPRM1-OPRD1 ag,RTF Ca sens inh,OPRM1-OPRD1 inv,LANA DNA inh,V-ATPase pH,Keap1-Nrf2 PPI,HTR5A inv ag,cardiac RTF act,CAL-PDZ inh HTS
COc1ccc(CCNC(=O)C(=O)NCC2OCCN2S(=O)(=O)c2ccc(OC)c(OC)c2)cc1 (stereo not drawn),2.2,-0.6,-4.4,3.2,-0.5,-5.4,0.9,-4.1,-2.4,nt
CCCCN(CCCC)S(=O)(=O)c1ccc2[nH]c(=O)[nH]c2c1,4.4,-1.4,4.9,7.2,-0.2,-1.9,-3.5,-10.4,-6.4,-7.1
Cc1nc2ccc(NS(=O)(=O)c3c(F)cccc3F)cc2s1,1.6,-0.2,-5.7,0.9,-6.4,-0.5,-1.2,-6.4,-3.2,-0.5
O=C(CSc1n[nH]c(-c2ccccn2)n1)Nc1ccc(F)cc1,-2.4,-0.5,1.8,3.7,-0.6,-4.4,-3.3,6.3,-1.0,nt
Cc1ccc(N2CCN(CC(O)COc3ccccc3)CC2)cc1 (stereo not drawn),-2.5,-0.8,-12.9,3.8,0.4,0.0,-3.7,-41.9,-0.9,nt
CC(C)C[C@@H](NC(=O)C1CCC(CNC(=O)[C@H](Cc2ccccc2)NC(=O)OC(C)(C)C)CC1)C(=O)O (stereo partly drawn),-3.8,-1.5,-1.2,8.2,0.1,0.0,0.4,14.8,-0.2,-7.4
Cc1ccc2c(C(=O)CN3CCN(C4CCCCC4)CC3)c(C)[nH]c2c1,9.2,0.7,-17.1,-3.2,2.9,4.0,-1.8,-22.5,-2.0,-1.4
O=C1[C@H]2[C@@H](c3ccc(F)cc3)N3C(=O)N(c4cccc(F)c4)C(=O)[C@@]3(Cc3ccccc3)[C@H]2C(=O)N1C1CCCCC1,5.8,1.7,4.2,-8.0,0.1,3.9,-0.8,-12.6,-1.0,1.5
O=C(N/N=C/c1cccs1)c1cc(-c2ccc3ccccc3c2)n[nH]1,7.3,2.2,-1.4,-10.1,0.8,7.8,0.1,11.7,-7.1,-1.0
CCCS(=O)(=O)c1c(S(=O)(=O)CCC)c2c3ccccc3ccn2c1C(=O)OC,5.1,-0.1,-10.2,0.6,-1.5,3.7,-1.7,-13.6,0.4,3.1
Cc1ccc(C)c(N2CCN(C(=O)c3cn(C)c4ccc(S(=O)(=O)N(C)C)cc4c3=O)CC2)c1,-5.3,-2.2,4.7,12.0,1.6,-2.0,0.2,26.9,0.1,nt
COc1ccccc1Nc1cc(N2CCOCC2)c2nonc2c1[N+](=O)[O-],1.8,-3.7,-6.6,18.4,0.2,10.6,-3.8,7.0,3.0,0.4
COc1ccc(Nc2nc(-c3cccnc3)nc3ccccc23)cn1,5.7,-0.6,-20.9,3.5,34.5,-2.2,20.8*,-13.9,15.2,-7.2
COc1ccc(F)c(-c2nc(CN3CCN(C(=O)c4ccco4)CC3)c(C)o2)c1,0.8,-1.8,-8.6,10.4,4.2,1.4,1.2,-3.1,-1.1,-0.4
CCc1cc(=O)oc2cc(C)cc(OCC(=O)NCc3ccncc3)c12,3.2,-2.9,-12.2,15.2,1.1,3.7,0.4,-12.2,0.4,-4.0
CC(C)CN(C(=O)CCC(=O)OCc1ccc(Cl)cc1Cl)c1c(N)n(CC(C)C)c(=O)[nH]c1=O,-1.7,0.1,-2.9,-0.4,-0.9,-1.2,0.8,4.2,-10.7,-5.6
CCO[C@H]1OC(C(N)=O)=C[C@@H](C)[C@@H]1CCCO,1.5,-2.4,-1.0,13.0,5.4,-1.5,2.6,-3.8,2.7,-2.3
CCN(C(=O)CSc1nnc(-c2cccc(F)c2)n1N)c1c(N)n(Cc2ccccc2)c(=O)[nH]c1=O,0.8,0.1,-7.4,-0.3,-0.2,-2.5,-5.0,-2.2,2.8,nt
O=C(NCCC1=CCCCC1)Nc1ccc2nsnc2c1,-0.9,3.8,-0.6,-19.1,-1.2,0.2,2.0,2.4,-0.3,5.0
CCCNC(=O)CN(Cc1ccccc1F)S(=O)(=O)c1ccc(C)cc1,0.6,-1.7,-3.8,9.8,-1.4,1.1,-0.8,-1.2,2.8,-3.3
O=C(CN1C(=O)/C(=C/c2ccco2)SC1=S)NC1CCS(=O)(=O)C1 (stereo not drawn),-2.9,-2.0,2.4,10.7,17.4,1.7,-2.2,11.8,1.9,-0.3
Cn1c(=O)c2cn(-c3ccccc3)cc2n(C)c1=O,-1.1,0.1,-2.4,-0.5,0.4,-5.3,-2.1,-4.9,8.6,-3.0
Cc1ccnn1CC(=O)N/N=C/c1cccs1,0.6,-3.2,-6.0,19.2,-1.5,-0.2,0.1,-1.6,2.3,-0.6
CC1CCCCN1Cc1c(O)ccc2c(=O)c(-c3ccc(Cl)cc3Cl)coc12 (stereo not drawn),-2.8,-1.0,6.1,4.8,1.5,-4.6,-2.3,9.3,1.2,-1.7
C#CCOCCOCCOCCNc1nc(N2CCN(C(=O)[C@H](CCCCN)n3cc([C@@H](N)[C@H](C)CC)nn3)CC2)nc(N2CCN(C(=O)[C@H](CCCCN)n3cc([C@@H](N)CC(N)=O)nn3)CC2)n1,-3.1,-0.9,-2.2,5.2,-3.3,3.5,-2.1,-1.2,-2.8,-1.8
O=C(CCc1nc2ccccc2[nH]1)Nc1ccccc1F,-3.1,0.9,1.7,-5.1,-0.3,-1.4,-2.9,-3.9,2.4,nt

# Quoted at random: four compounds from above, in no set order.
SMILES,HTR5A ag ctr,OPRM1-OPRD1 ag,RTF Ca sens inh,OPRM1-OPRD1 inv,LANA DNA inh,V-ATPase pH,Keap1-Nrf2 PPI,HTR5A inv ag,cardiac RTF act,CAL-PDZ inh HTS
Cn1c(=O)c2cn(-c3ccccc3)cc2n(C)c1=O,-1.1,0.1,-2.4,-0.5,0.4,-5.3,-2.1,-4.9,8.6,-3.0
O=C(CSc1n[nH]c(-c2ccccn2)n1)Nc1ccc(F)cc1,-2.4,-0.5,1.8,3.7,-0.6,-4.4,-3.3,6.3,-1.0,nt
CCN(C(=O)CSc1nnc(-c2cccc(F)c2)n1N)c1c(N)n(Cc2ccccc2)c(=O)[nH]c1=O,0.8,0.1,-7.4,-0.3,-0.2,-2.5,-5.0,-2.2,2.8,nt
COc1ccc(Nc2nc(-c3cccnc3)nc3ccccc23)cn1,5.7,-0.6,-20.9,3.5,34.5,-2.2,20.8*,-13.9,15.2,-7.2

# Keap1-Nrf2 PPI, what is marked active above
SMILES | OPRM1-OPRD1 ag | RTF Ca sens inh | OPRM1-OPRD1 inv | LANA DNA inh | V-ATPase pH | Keap1-Nrf2 PPI | cardiac RTF act | CAL-PDZ inh HTS
COc1ccc(Nc2nc(-c3cccnc3)nc3ccccc23)cn1 | -0.6 | -20.9 | 3.5 | 34.5 | -2.2 | 20.8* | 15.2 | -7.2

# Looked up above.
# Value of `Cn1c(=O)c2cn(-c3ccccc3)cc2n(C)c1=O` under LANA DNA inh: 0.4
# Value of `COc1ccc(CCNC(=O)C(=O)NCC2OCCN2S(=O)(=O)c2ccc(OC)c(OC)c2)cc1` (stereo not drawn) under V-ATPase pH: -5.4

# Whole records, looked up by structure. Screens in order: HTR5A ag ctr, OPRM1-OPRD1 ag, RTF Ca sens inh, OPRM1-OPRD1 inv, LANA DNA inh, V-ATPase pH, Keap1-Nrf2 PPI, HTR5A inv ag, cardiac RTF act, CAL-PDZ inh HTS
# COc1ccc(F)c(-c2nc(CN3CCN(C(=O)c4ccco4)CC3)c(C)o2)c1 reads 0.8, -1.8, -8.6, 10.4, 4.2, 1.4, 1.2, -3.1, -1.1, -0.4
# CC(C)C[C@@H](NC(=O)C1CCC(CNC(=O)[C@H](Cc2ccccc2)NC(=O)OC(C)(C)C)CC1)C(=O)O (stereo partly drawn) reads -3.8, -1.5, -1.2, 8.2, 0.1, 0.0, 0.4, 14.8, -0.2, -7.4
